IMP-1 inh: IMP-1 metallo-beta-lactamase inhibitors, primary screen, biochemical, epi-absorbance readout, Pseudomonas aeruginosa enzyme. metallo-beta-lactamase IMP-1 (Pseudomonas aeruginosa). purified IMP-1, nitrocefin hydrolysis, epi-absorbance fluorescence. inhibition, % at 5.6 µM. 290,000 tested, 0.45% active. AID 1556, 2009;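 active = inhibition above the mean plus 3 SD of all compounds in the same screening run, cut at about 4.5% in these data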;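 also: 0% = IMP-1 with DMSO and 100% = DMSO wells lacking enzyme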
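Material – recombinant IMP-1 enzyme, purified · Amount – IMP-1 0.2 nM before substrate addition · Medium – HEPES buffer pH 7.1 with ZnSO4 and Brij 35 · Timing – 25 °C, 15 min preincubation, 25 min reaction · Measured by – plate fluorescence quenching by hydrolysis product, ex 480/em 530 nm · Read-out – percent enzyme inhibition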
VIM-2 inhibitor: VIM-2 metallo-beta-lactamase inhibitors, primary screen, biochemical, epi-absorbance readout, Pseudomonas aeruginosa enzyme. purified VIM-2, nitrocefin hydrolysis, epi-absorbance fluorescence. inhibition, % at 5.6 µM. 290,000 tested, 0.89% active. AID 1527, 2009;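 active = inhibition above the mean of all tested compounds plus 3 SD, cutoff set per screening run, cut at about 7.5% in these data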;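 also: red hydrolysis product quenches plate fluorescence so inhibitors raise well fluorescence; 0% = enzyme with DMSO and 100% = DMSO without enzyme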
HCV NS3 hel inh: inhibitors of HCV NS3 helicase, primary screen, biochemical, Cy5 molecular beacon fluorescence; inhibition, % at 10.9 µM; AID 1800, 2009; NS3 helicase DNA unwinding; 290,000 tested, 0.56% active;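 active = inhibition above the mean of all tested compounds plus 3 SD, set per campaign, cut at about 35% in these data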;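 also: 0% = DMSO wells and 100% = thioflavine S control wells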
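Compound dosing – single dose, 10.9 µM nominal final, DMSO 0.8% final · System – NS3 helicase fragment of HCV · Buffer or medium – MOPS pH 6.5, MgCl2, DTT, Tween20, BSA · Signal – Cy5 beacon fluorescence read at start and 1 h · Also added – annealed dual-labelled DNA beacon duplex, ATP-started · Schedule – 1 h at 25 °C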
PHOSPHO1 block: PubChem AID 1565; 290,000 tested, 1.1% active; inhibition, % at 13.3 µM; recombinant PHOSPHO1, absorbance phosphatase assay; Phosphoethanolamine/phosphocholine phosphatase (Homo sapiens), Q8TCT1; in the data active = inhibition above about 60%
Target sequence (Q8TCT1 whole entry, looked up): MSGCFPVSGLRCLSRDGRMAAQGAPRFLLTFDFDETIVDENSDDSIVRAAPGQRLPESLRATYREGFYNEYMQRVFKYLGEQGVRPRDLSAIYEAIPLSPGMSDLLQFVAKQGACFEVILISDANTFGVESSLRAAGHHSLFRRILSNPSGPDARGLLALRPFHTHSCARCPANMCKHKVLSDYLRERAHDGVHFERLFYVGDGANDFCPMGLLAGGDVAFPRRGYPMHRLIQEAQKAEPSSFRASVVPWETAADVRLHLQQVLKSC
pCIP destab: p/CIP-EGFP fusion destabilizers, primary screen, fluorescence, F442A cells | 16 h | 290,000 tested, 0.01% active | decrease of EGFP signal, % at 10 µM | Q05BA5;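 active = EGFP signal decrease of at least 30% at 10 µM or well 3 SD below plate mean, unless failing retest; inactive = the rest, including hits failing retest or dose response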; also: some compounds called inactive have numbers as strong as hits; many of its hits are not listed in these tables
MEKK3 PB1 HTS: modulators of MEKK3-MEK5 PB1 binding, primary screen, biochemical, wildtype MEKK3, multiplex bead flow cytometry, Alexa488-MEK5; bead-based flow cytometry, Alexa488-MEK5 binding to MEKK3; actives lie on both sides; 0 = blocked by unlabeled MEK5, 100 = vehicle; binding response (% of control), % at 10 µM; 290,000 tested, 1.4% active;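 active = binding response more than 3 SD above or below the average of its plate-row segment, actives on both sides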;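 also: Alexa488 bead fluorescence after subtracting the streptavidin-only scavenger bead signal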
Target sequence (Q99759 whole entry, looked up): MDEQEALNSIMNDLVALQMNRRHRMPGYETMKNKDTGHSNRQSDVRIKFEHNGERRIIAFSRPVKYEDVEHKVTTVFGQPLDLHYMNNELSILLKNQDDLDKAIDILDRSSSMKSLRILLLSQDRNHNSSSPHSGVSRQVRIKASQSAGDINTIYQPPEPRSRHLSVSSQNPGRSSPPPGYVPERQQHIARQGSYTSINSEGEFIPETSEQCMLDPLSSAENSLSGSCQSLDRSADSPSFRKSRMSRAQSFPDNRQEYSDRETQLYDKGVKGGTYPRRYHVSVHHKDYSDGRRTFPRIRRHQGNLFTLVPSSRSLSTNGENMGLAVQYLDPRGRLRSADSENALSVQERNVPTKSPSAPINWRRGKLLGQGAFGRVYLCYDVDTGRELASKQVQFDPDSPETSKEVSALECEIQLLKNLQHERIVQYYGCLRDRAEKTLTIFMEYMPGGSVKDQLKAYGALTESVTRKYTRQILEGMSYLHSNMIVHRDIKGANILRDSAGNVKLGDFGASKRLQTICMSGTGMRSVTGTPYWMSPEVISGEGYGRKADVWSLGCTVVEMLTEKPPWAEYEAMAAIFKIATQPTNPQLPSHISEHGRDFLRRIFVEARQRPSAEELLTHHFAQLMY
DNA FID counter: compounds displacing fluorescent DNA intercalator, primary screen, artefact control for HCV NS3 helicase inhibitor project, biochemical, FID fluorescence; DNA fluorescent intercalator displacement; inhibition, % at 7.9 µM; 290,000 tested, 0.17% active; in the data active = inhibition above about 37%;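 also: 0% = vehicle and 100% = reference compound; higher means more ethidium bromide displaced from hairpin DNA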
IDE cell activ: human IDE activators in live cells, primary screen, fluorescence polarization, HEK cells, FAbeta-B substrate. activation, % at 5.96 µM. 340,000 tested, 0.073% active. FAbeta-B cleavage; 0% vehicle, 100% cell-free pure enzyme wells. Insulin-degrading enzyme (Homo sapiens), P14735;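 active = activation above the mean of all tested compounds plus 3 SD, set per screening campaign, cut at about 17% in these data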
UBC9 SUMO inh: inhibitors of in vitro SUMOylation cascade, primary screen, biochemical, HTRF, uHTS; AID 2006, 2009; SUMO-conjugating enzyme UBC9 (Homo sapiens), P63279; 290,000 tested, 0.36% active; HTRF SUMOylation assay, SAE1/SAE2 + UBC9; inhibition, % at 35 µM; in the data active = inhibition above about 50%, passing the limit was not always enough; also: strong numbers were not always called active
Target sequence (P63279 whole entry, looked up): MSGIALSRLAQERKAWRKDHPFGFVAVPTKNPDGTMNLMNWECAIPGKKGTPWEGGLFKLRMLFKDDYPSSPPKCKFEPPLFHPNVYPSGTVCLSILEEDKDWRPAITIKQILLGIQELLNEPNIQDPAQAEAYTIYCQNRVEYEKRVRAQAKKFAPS
Starred values were filed as active, the others as inactive; / = no result given; [ ] = remark or other dose.

SMILES	IMP-1 inh	VIM-2 inhibitor	HCV NS3 hel inh	PHOSPHO1 block	pCIP destab	MEKK3 PB1 HTS	DNA FID counter	IDE cell activ	UBC9 SUMO inh
COc1nccnc1NS(=O)(=O)c1ccc(NC(=S)NC(=O)/C=C/c2ccc(F)cc2)cc1	-2.2	-2.9	12	-16	4	104	-12	0	-12
COc1ccc(CC(=O)NC(C)c2nnc(SCC(=O)Nc3ccccc3F)n2C)cc1 (configuration not stated)	-4.1	-1.1	-8	42	-2	102	-11	4	7
COC(=O)c1cccc(OCC(O)Cn2cnc3cc(C)c(C)cc32)c1 (configuration not stated)	-2.5	0.4	12	-42	-7	100	-10	-3	-9
CC1CN(C(=O)N2c3ccccc3Sc3ccccc32)C(C)CC1=O (configuration not stated)	-2.3	0.6	-4	-14	-12	93	-29	3	22
CNC(=O)/C(C#N)=C/c1ccc(-c2nc3ccccc3s2)o1	-3.1	-1.5	-4	24	-5	99	1	/	27
CCOC(=O)C1(Cc2cccc(Cl)c2)CCCN(C(=O)c2ccc(COC)s2)C1 (configuration not stated)	-0.3	-3.3	-5	17	-3	98	-56	1	6
CC(=O)Nc1ccc(OCCC[n+]2ccccc2)cc1	1.1	0.2	-8	60*	-12	99	2	1	-8
CCN1CCCC1CNC(=O)c1csc2c1CCCC2 (configuration not stated)	0.0	-3.6	-10	2	0	105	4	4	0
O=C(Nc1nnc(-c2cccs2)o1)c1cccc(Oc2ccccc2)c1	-2.1	-2.5	26	-11	-13	102	-24	8	9
Nc1cccc(-n2nncc2-c2ccc(Cl)cc2)c1	-2.8	-1.1	-1	7	2	96	-13	/	24
C#CCNC(=O)C1=C[C@@H](c2ccc(C#C)cc2)[C@H](CCCO)[C@@H](OCC)O1	-3.7	-1.4	-3	36	-11	108	-18	-1	10
Cc1ccccc1S(=O)(=O)Cc1ccc(C(=O)NCCN2CCCCC2C)o1 (configuration not stated)	-3.8	-2.8	-24	-23	4	95	4	3	-15
Cc1nn2c(-c3cccc(NC(=O)CSc4nc5ccccc5o4)c3)nnc2c2ccccc12	-5.2	2.2	-6	18	-15	102	-6	-9	-7
Cc1ccc2c(CN3CCN(C(=O)c4ccco4)CC3)cc(=O)oc2c1C	0.3	3.9	-2	16	11	98	-30	-9	14
CC1=Nc2ccccc2/C1=C/c1c(N)n2c(S(=O)(=O)C(C)C)nsc2nc1=O	0.2	2.3	30	9	15	86	-25	5	1

Arranged by molar mass (smallest number first): some entries from above.
SMILES	IMP-1 inh	VIM-2 inhibitor	HCV NS3 hel inh	PHOSPHO1 block	pCIP destab	MEKK3 PB1 HTS	DNA FID counter	IDE cell activ	UBC9 SUMO inh
CCN1CCCC1CNC(=O)c1csc2c1CCCC2 (configuration not stated)	0.0	-3.6	-10	2	0	105	4	4	0
CC1=Nc2ccccc2/C1=C/c1c(N)n2c(S(=O)(=O)C(C)C)nsc2nc1=O	0.2	2.3	30	9	15	86	-25	5	1
COc1nccnc1NS(=O)(=O)c1ccc(NC(=S)NC(=O)/C=C/c2ccc(F)cc2)cc1	-2.2	-2.9	12	-16	4	104	-12	0	-12

(next part)
SMILES	IMP-1 inh	VIM-2 inhibitor	HCV NS3 hel inh	PHOSPHO1 block	pCIP destab	MEKK3 PB1 HTS	DNA FID counter	IDE cell activ	UBC9 SUMO inh
CCCCCc1ccc(-c2cn(Cc3cccc(OC)c3)nn2)cc1	1.2	0.3	-2	-19	-3	103	-30	-6	-9
O=[N+]([O-])c1ccc(O)c(Nc2ncnc3ccc(Br)cc23)c1	-3.0	-3.0	-15	51	-10	103	-2	5	-15
COc1ccc(OCCCN2CCc3ccccc3C2)cc1	-2.7	-2.1	-4	4	1	101	2	5	4
CCOc1ccc(N(CC(=O)Nc2cccc(Br)c2)S(C)(=O)=O)cc1	-4.2	-2.5	-2	14	40	100	-15	0	-12
O=C(CCc1nc2ccccc2s1)NCc1ccccc1F	-4.0	-2.8	0	2	-2	98	-3	2	-1
O=C(O)CN1C(=O)NC2(CCOc3ccccc32)C1=O (configuration not stated)	-3.9	-3.5	-14	14	-12	88	3	-1	23
O=C(c1cnn2c(C(F)(F)F)cc(-c3cccs3)nc12)N1CCN(C(c2ccccc2)c2ccccc2)CC1	-3.6	-2.9	-4	21	-22	89	-1	3	-14
Cc1sc(-c2cccnc2)nc1OC(=O)C1CC1	-1.4	-0.9	5	47	-1	100	-2	-11	21
CCc1cc2ccc(C)cc2nc1SCC(=O)Nc1cc(C)on1	-1.1	-2.5	-2	33	1	90	8	1	6
CC(=O)N(c1c(C)n(C)n(-c2ccccc2)c1=O)C1(C(=O)NC2CCCC2)CCCCC1	-0.6	-0.8	6	-23	-14	97	-14	4	19
COCCc1nc2ccc(C(=O)N3CCCC(CCCO)C3)cc2o1 (configuration not stated)	-1.6	-1.0	7	38	-6	99	-23	0	14
CCSc1nnc2c(n1)OC(C)(C)Nc1ccccc1-2	-3.3	-0.6	12	9	2	104	-7	-3	4
COc1ccc(-n2c(C)cc(/C=C/c3nc(O)c([N+](=O)[O-])c(=O)[nH]3)c2C)cc1	-1.8	-1.8	18	27	8	98	-11	/	10
CN(C)/C=C1\N=C(c2ccccc2)OC1=O	-2.6	-2.3	3	34	-3	101	-7	1	8
FC(F)(F)c1cc(-c2ccccc2)nc(-n2cc(Cl)cn2)n1	-1.1	2.1	2	-19	1	92	-3	4	19
O=c1oc(-c2ccccc2F)nc2scc(-c3ccccc3)c12	0.0	2.1	14	3	4	102	-8	/	9
NC(=O)c1nsc(C(=O)N(CC(=O)NC2CCCCC2)Cc2ccc(F)cc2)c1N	-3.0	-3.0	-10	18	-16	97	-30	3	18
CCOC(=O)SC1=N/C(=C\c2ccc(N(C)C)cc2)C(=O)S1	-0.6	-3.5	15	7	-13	90	-2	-27	-2
COc1ccc2[nH]c(=O)c(CNc3ccccc3OC)cc2c1	-2.1	-1.2	14	16	-15	88	-1	7	24
O=C(NCc1ccccc1Cl)C1CCN(S(=O)(=O)N2CCC3(CC2)OCCO3)CC1	-0.5	-2.6	2	45	-6	/	-22	3	26
CCCCC1=CC2=C(c3ccco3)C(=O)C(C)(OC(=O)c3ccc(OC)cc3)C(=O)C2=CN1CCc1ccccn1 (configuration not stated)	/	/	/	22	-4	116	/	-3	18
COCCn1c(N)c(Sc2ccc(Cl)cc2)c(=O)[nH]c1=O	-1.6	-1.4	3	41	-2	99	-4	-1	-3
O=C(Nc1cccc(C(F)(F)F)c1)c1csc(-c2ccncc2)n1	-2.3	-1.8	-10	30	-7	103	-11	-31	16
COc1ccc(NC(=O)CCNC(=O)c2ccco2)c(OC)c1	-1.7	-1.2	2	2	-20	104	-5	6	15
CCN(CC)c1nc(-c2ccc(C(=O)NN)cc2)nc(-c2ccc(C(=O)NN)cc2)n1	-3.0	75*	-29	27	-9	108	-36	-1	18
CC(C)Sc1nnc(CNC(=O)C23CC4CC(CC(C4)C2)C3)n1Cc1ccccc1	-2.6	-2.5	-5	-73	-10	104	-46	6	5
Cc1cccc(-c2nc(CS(=O)CC(=O)N3CCc4ccccc4C3)c(C)o2)c1 (configuration not stated)	1.3	-5.2	5	17	5	102	-30	-4	0
COc1ccc(N2C(=O)c3ccc(C(=O)OC(C)C)cc3C2=O)cc1	2.2	-1.4	-14	-1	1	77	2	0	-2
COc1ccccc1CNC1CCCc2ccccc21 (configuration not stated)	-1.8	-1.4	5	49	5	101	2	4	-1
COc1ccc(C2=NOC(C(=O)N3CCOCC3)C2)cc1OC (configuration not stated)	-1.6	-5.7	2	30	-5	100	1	0	13
CN(C)C(=O)c1cc(Cl)ccc1Sc1cc(Cl)ccc1Cl	-4.2	-5.3	-2	-9	-4	101	-26	5	7
Cc1ccc(-c2nnn(CC(=O)N(c3ccccc3F)C(C(=O)NC3CCCC3)c3ccco3)n2)o1 (configuration not stated)	-0.8	-0.4	5	26	-15	94	-22	12	12
CCOC(=O)C1(Cc2cccc(OC)c2)CCN(Cc2ccc(C)s2)CC1	-2.1	-2.7	-9	-15	-9	102	5	5	-1
Clc1ccc(C[n+]2csc3ccccc32)cc1	-1.9	-3.6	3	4	-13	106	-4	-24	-8
COc1ccc(C2=NS(=O)(=O)N(C)C(C(=O)Nc3ccc(C(C)=O)cc3)=C2)cc1OC	-1.2	-2.6	-5	16	3	102	2	-3	18
O=C(CCCN1C(=O)c2ccccc2C1=O)Nc1ccc2c(c1)OCCO2	-1.6	-1.9	1	32	-12	100	-5	2	13
CCOc1ccccc1N1CCN(C(=O)c2cc3cc(OC)ccc3[nH]2)CC1	-3.9	-1.8	-11	/	3	99	-22	3	6
CC1(C)Cc2c(C#N)c(NCc3ccco3)nc(-c3ccco3)c2CO1	-1.3	-0.1	20	-6	-7	104	-16	6	26
CSc1ccc(N2CCN(CCCNC(=O)Nc3ccccc3F)CC2)cc1	-3.5	-3.0	-22	-9	-1	89	15	6	14
O=C(NNS(=O)(=O)c1ccc2ccccc2c1)NC1CCCCC1	-1.7	-0.5	2	-13	-5	105	-15	1	6
CC1CC(C)CN(C(=O)COc2ccc(-c3nnco3)cc2)C1 (configuration not stated)	-1.1	-0.8	-1	13	-3	98	-20	1	-14
O=C(CN1CCCC1)Nc1ccccc1C(=O)c1ccccc1	1.1	2.7	1	37	-8	60	0	-1	2
CCN(CC)CC(=O)N1c2ccccc2Sc2ccccc21	-3.4	-3.3	0	0	-5	103	-1	0	12
Cc1[nH]n(-c2cccc3ccccc23)c(=O)c1/C=N/NC(=O)c1cccc([N+](=O)[O-])c1	-3.1	-2.2	7	6	-2	61*[inhibitor]	-8	2	-6
C/C(=N/NC(=O)c1ccccn1)c1ccc(O)cc1	-2.7	-2.1	12	24	-4	91	-11	-1	2
CCc1nnc2sc(-c3cc(-c4ccccc4)nc4ccccc34)nn12	-5.2	-0.4	-1	3	-1	86	-3	1	9
O=c1[nH]c(/C=C/c2ccccn2)nc2ccccc12	-1.5	-0.2	-1	9	11	105	-8	2	14
COc1ccc(S(=O)(=O)N2Cc3ccccc3CC2C(=O)O)cc1OC (configuration not stated)	-2.0	-2.4	0	-7	6	102	-9	3	-2
CCn1c(NCc2ccccc2Cl)nc2ccccc21	-3.8	-3.3	4	-1	-5	113	-2	0	-12

Pulled by compound from the entries so far (two):
SMILES	IMP-1 inh	VIM-2 inhibitor	HCV NS3 hel inh	PHOSPHO1 block	pCIP destab	MEKK3 PB1 HTS	DNA FID counter	IDE cell activ	UBC9 SUMO inh
CCc1nnc2sc(-c3cc(-c4ccccc4)nc4ccccc34)nn12	-5.2	-0.4	-1	3	-1	86	-3	1	9
Clc1ccc(C[n+]2csc3ccccc32)cc1	-1.9	-3.6	3	4	-13	106	-4	-24	-8

High-throughput results deposited in PubChem by several laboratories.

The list is partial; the hit share may differ from the screen's.
